RSV antiviral HEp-2 = inhibition of RSV-induced cytopathic effect – HEp-2 cells, primary 10 µM value included (AID 2391); one-dose CPE inhibition, % at 10 µM; IC50 in µM for titrated hits; actives 0.13% (n = 310,000); HEp-2 cells, RSV-induced CPE inhibition; higher % means a stronger effect; in the data active means a potency from the dose series; inconclusive means CPE inhibition mostly from about 23% at the one dose, without a potency; inactive means the rest, 99 in 100 with CPE inhibition below about 21%; further: strong numbers were not always called active
West Nile antiviral = West Nile virus antiviral activity, cell-based, CPE readout (AID 1621); West Nile virus-infected cells, CPE inhibition; higher % means a stronger effect; actives 0.02% (n = 290,000); CPE inhibition, % at 10 µM, or IC50 in µM where a hit was titrated; in the data active means a potency from the dose series; inconclusive means CPE inhibition mostly from about 3.7% at the one dose, without a potency; inactive means the rest, 99 in 100 with CPE inhibition below about 2.2%; further: strong numbers were not always called active
Salmonella PhoP GFP = inhibitors of PhoP regulon expression, primary screen, Salmonella Typhimurium, GFP reporter (AID 1863) | S. Typhimurium PhoP-regulated promoter GFP reporter, 4 h; higher % means a stronger effect | one-dose inhibition, % at 50 µM; IC50 in µM for titrated hits | actives 0.16% (n = 300,000);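 active means inhibition over 29.93%, a cutoff 3 SD above the screen mean, later confirmed by dose response; inconclusive means inhibition over 29.93% but no dose response follow-up; inactive means inhibition at most 29.93% or unconfirmed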;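 further: 0% = low Mg2+ inducing control and 100% = high Mg2+ repressing control; strong numbers were not always called active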
T cell HTS = T cell immune modulation candidate; 2C CD8+ T cell-vesicle binding, flow cytometry; stronger effect = lower value; calls only at 7 µM; actives 0.068% (n = 330,000); AID 2052;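 active means response, share of CD8 T cells binding vesicles, and their 90th percentile fluorescence all below set limits, cut at about 80% in these data, passing the limit was not always enough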
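Assay system – 2C mouse CD8+ T cells · Also added – QL9-loaded Drosophila micro-vesicles · Timing – Cell–vesicle co-incubation 1.5 h at 37 °C, staining 20 min on ice · Signal – flow cytometry of vesicle-bound cells · Measure – percent CD8+ FL2 mean versus row control · Controls – Peptide-free naked vesicles (low) and QL9 vesicles with 0.7% DMSO vehicle (high)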
Rac1 GTP hydrolysis = MgcRacGAP GTPase-activating activity inhibitors, confirmation, biochemical, ADP Hunter fluorescence; actives 0.6% (n = 340,000); AID 624330; MgcRacGAP-stimulated Rac1 GTP hydrolysis, ADP Hunter fluorescence; higher % means a stronger effect; GST-tagged Rac1 F28L mutant substrate; inhibition, % at 30 µM, or IC50 in µM where a hit was titrated;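 active means first-screen hits whose inhibition reached a set limit at any dose in the follow-up dose series; inconclusive means inhibition above the set first-screen limit but never retested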;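 further: fluorescence reports GDP produced by GAP-driven GTP hydrolysis; strong numbers were not always called active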
K1F lysis inhibition = protection from phage-mediated lysis, alamar blue read-out – E. coli UTI89, K1F phage, bacterial capsule biogenesis inhibitors (AID 488966); one-dose inhibition, % at 100 µM; IC50 in µM for titrated hits; actives 0.02% (n = 340,000); E. coli UTI89 K1F phage lysis, alamar blue, 2 h; higher % means a stronger effect;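 active means phage lysis inhibition, versus mean bacterial control, above a set limit; inconclusive means no clear call, values can overlap the other calls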;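 further: capsule biogenesis inhibitors block K1F phage lysis so surviving cells raise fluorescence; higher fluorescence means more inhibition of phage lysis; actives were called in the ten point dose series up to 300 µM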
SV40 large T antigen = SV40 large T antigen inhibitors, biochemical (AID 1903). actives 0.39% (n = 310,000). inhibition, % at 20 µM, or IC50 in µM where a hit was titrated. SV40 large T antigen ATPase/helicase inhibition assay; higher % means a stronger effect; in the data active means a potency from the dose series; inconclusive means inhibition mostly from about 32% at the one dose, without a potency; inactive means the rest, 99 in 100 with inhibition below about 32%; further: strong numbers were not always called active
NTR1 ag = agonists of NTR1, primary screen, imaging, U2OS cells, beta-arrestin-GFP, high content (AID 493036); P30989; NTR1-U2OS beta-arrestin-GFP spot imaging, agonist mode; activation, % at 20 µM; actives 0.17% (n = 330,000);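 active means activation at or above 40% of the spot to cytoplasm intensity ratio, with at least 20 cells analyzed; inconclusive means wells under 20 cells, flagged as cytotoxic or low count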;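 further: 0% = DMSO without peptide and 100% = 100 nM NTR1 peptide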
Target sequence (P30989 whole entry, looked up): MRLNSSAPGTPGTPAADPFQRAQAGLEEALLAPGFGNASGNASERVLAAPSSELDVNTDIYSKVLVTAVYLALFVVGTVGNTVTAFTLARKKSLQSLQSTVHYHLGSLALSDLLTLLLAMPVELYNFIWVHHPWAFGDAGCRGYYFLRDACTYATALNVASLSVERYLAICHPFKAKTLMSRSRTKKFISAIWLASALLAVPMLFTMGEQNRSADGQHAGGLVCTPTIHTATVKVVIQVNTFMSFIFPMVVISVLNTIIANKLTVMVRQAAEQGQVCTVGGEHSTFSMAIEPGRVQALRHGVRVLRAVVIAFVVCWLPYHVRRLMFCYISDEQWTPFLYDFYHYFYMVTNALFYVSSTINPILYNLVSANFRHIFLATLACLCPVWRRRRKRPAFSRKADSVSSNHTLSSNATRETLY
Dengue-2 NS5 capping = flavivirus cap methylation enzyme inhibition – biochemical, confirmation dose response, primary screen (AID 588689) | one-dose inhibition, % at 25 µM; IC50 in µM for titrated hits | Dengue-2 NS5 methyltransferase capping enzyme assay, biochemical; higher % means a stronger effect | actives 0.3% (n = 340,000); in the data active means a potency from the dose series; inconclusive means inhibition above about 29% without an active follow-up result
T cell HTS vesicle-bound % = also measured in T cell HTS; calls as there; double positive events, %; measured here: CD8+ vesicle-bound cell fraction;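 binding gate set so that unloaded-vesicle control wells show 10% double positive cells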
NTR1 ag cell count 20 µM = further read-out of NTR1 ag, marked with its call; cell count; measured here: cell count, cytotoxicity flag
Dengue-2 NS5 capping pilot replicate = recorded beside Dengue-2 NS5 capping, whose call it bears; inhibition, %; measured here: pilot screen replicate inhibition
The depositor's hits bear a star; i = inactive; u = inconclusive; x = no result given; [ ] = remark or other dose.

SMILES	RSV antiviral HEp-2	West Nile antiviral	Salmonella PhoP GFP	T cell HTS	T cell HTS vesicle-bound %	Rac1 GTP hydrolysis	K1F lysis inhibition	SV40 large T antigen	NTR1 ag	NTR1 ag cell count 20 µM	Dengue-2 NS5 capping	others
CC12COC3(C(=O)Nc4cccnc4)CC1CCC32C (stereo not given)	-0.1%	-0.1%	-12%	i	46	4%	-0.4%	16%	-3.4	73	-5%
CCOC(=O)C1(Cc2ccccc2C(F)(F)F)CCN(CC2CC2)CC1	-1.7%	-1.2%	x	i	2	8%	0.3%	x	0.1	31	-10%
COc1ccc(C(=O)NC(C(=O)NCCc2ccc3c(c2)OCCO3)C(C)C)cc1 (stereo not given)	1.6%	-0.5%	2%	i	6	-10%	-0.7%	17%	1.6	42	-4%
COC(C/C=C/[C@H](O)[C@@H](C)OCc1ccccc1)OC	-0.7%	-0.4%	-12%	i	35	8%	3.3%	12%	-1.4	85	-3%
O=CN1CCN(C(=O)C(=O)c2cn(CC(=O)N3CCCCC3)c3ccccc23)CC1	3.1%	1.4%	-3%	i	59	4%	1.9%[50 µM]	6%	0.8	72	3%
COCCCNC(=S)N(CCCN(C)C)Cc1cc2cc3c(cc2[nH]c1=O)OCCO3	1.9%	-1.2%	-5%	i	41	13%	0.2%	11%	0.8	68	3%	Dengue-2 NS5 capping pilot replicate=4.2
O=C(CN1C(=O)/C(=C\c2ccco2)SC1=S)Nc1ccc(O)cc1C(=O)O	2.0%	-0.4%	-1%	i	30	u	0.0%	74µM*	0.5	55	21%
O=C(c1ccc(=O)oc1)N1CCOCC1	0.2%	x	5%	i	21	12%	4.6%	19%	-0.9	42	2%
Cc1cc(C)nc(-n2ncc3c2CC(c2ccc(C(C)C)cc2)CC3=O)n1 (stereo not given)	1.9%	0.0%	-10%	i	56	16%	0.1%	12%	9.5	90	4%
C[n+]1cccc2ccc3c(c21)OC(N)=C(C#N)C3c1ccccc1 (stereo not given)	3.1%	0.4%	-8%	i	60	x	x	15%	0.2	47	x
O=S1(=O)CCOCCN1Cc1ccc(Cl)cc1Cl	0.5%	-0.5%	0%	i	18	x	x	9%	-0.2	76	x
CCc1cc2c(=O)c(-c3nc4ccccc4n3C)coc2c(CN2CCOCC2)c1O	2.0%	-0.7%	3%	i	53	9%	0.2%	18%	-1.2	91	-10%
COc1cccc(C(=O)CC(=O)C(=O)Nc2ccc([N+](=O)[O-])cc2C)c1	5.5%	-1.6%	12%	i	54	x	0.2%	10%	-0.1	48	7%
CCN(CC)C(=O)N1CCN(c2c([N+](=O)[O-])c(=O)oc3ccccc23)CC1	0.7%	x	x	i	27	7%	0.3%[50 µM]	x	1.3	50	-10%
Cc1ccc(-n2nc3c(=O)n(CCCC(=O)N4CCC(C)CC4)nc(C)c3c2C)cc1	22%	-0.3%	-7%	i	6	-7%	-0.1%	14%	0.2	59	1%
Cc1cccnc1CCNC(=O)CCc1nnc(CCc2ccccc2)o1	0.4%	-0.1%	4%	i	30	6%	-0.1%	9%	-1.3	63	-1%
CC(C)c1ccc(/C=C/C(=O)N2CCOCC2)cc1	0.6%	-1.4%	-2%	i	50	11%	0.0%	12%	-0.4	67	1%
COc1cc(OC)c(C2=NOC(C(=O)NCc3cccnc3)C2)cc1Cl (stereo not given)	3.7%	-0.9%	-9%	i	39	-2%	0.2%	6%	1.4	68	-1%	Dengue-2 NS5 capping pilot replicate=-2.7
CC(=O)Nc1ccc(S(=O)(=O)NC2=C(N3CCN(C)CC3)C(=O)c3ccccc3C2=O)cc1	-0.1%	0.0%	2%	i	16	7%	-0.1%	7%	0.9	63	2%
Cc1nc2ccccc2c2nc(NC(=O)C(F)(F)F)nn12	5.6%	0.1%	-2%	i	57	4%	6.7%	28%	0.0	56	-3%
COc1ccc(N/N=C(/C)c2cnnc(-c3ccccc3)n2)cc1	3.0%	-0.7%	3%	i	8	8%	2.0%[50 µM]	7%	1.4	67	6%
Cc1cccc(N(C(=O)Cn2nnc(-c3ccc(C)o3)n2)C(C(=O)NC2CCCC2)c2ccncc2)c1 (stereo not given)	1.1%	-0.1%	-1%	i	22	14%	-0.1%	4%	0.7	52	-4%
C=C(C)CSc1nc2sc3c(c2c(=O)n1-c1ccc(C)cc1)CCN(C)C3	x	-0.7%	x	x	x	x	-0.1%	x	8.6	97	-4%
O=C(NCC(c1ccco1)N1CCc2ccccc2C1)c1ccc(F)cc1 (stereo not given)	0.2%	x	-8%	i	32	7%	1.0%[50 µM]	21%	0.3	53	-1%
Cc1ccccc1N(Cc1ccccc1F)S(C)(=O)=O	-0.1%	-0.2%	5%	i	32	2%	2.8%	10%	-0.7	73	-2%
O=C(Nc1cc(C(=O)N2CCN(c3ccccc3)CC2)ccc1Cl)c1cccs1	x	x	x	i	34	9%	0.6%[50 µM]	x	0.9	46	2%
Cc1csc2nc(CCNS(=O)(=O)c3cccs3)cn12	0.3%	0.3%	-4%	i	27	4%	2.9%	2%	-0.5	61	1%
CC[N+]1=CN(c2ccccc2)C(C)=CC1(C)C	1.1%	-0.5%	-12%	i	41	11%	0.9%[50 µM]	8%	1.0	71	-5%
CCc1ncc(CN2CCCC(C(=O)Nc3cccc(-c4cccc(C)c4)c3)C2)cn1 (stereo not given)	u	-0.3%	-7%	i	65	9%	-0.2%	-2%	2.3	64	-2%
Cc1cc(NC(=O)c2cnn3c(C(F)(F)F)cc(-c4ccc(Br)cc4)nc23)no1	0.3%	-0.5%	-2%	i	47	4%	3.6%	6%	3.0	59	-2%
O=C(CNC(=O)c1ccccc1)OCC(=O)c1ccc(Cl)s1	1.1%	x	x	i	54	0%	1.8%[50 µM]	x	1.2	64	-6%
O=C(CSc1nc(=O)n2cc(Cl)ccc2n1)Nc1ccc2c(c1)OCCO2	21%	x	-8%	i	36	6%	1.0%[50 µM]	18%	-0.4	59	-6%
COc1ccc(C(=O)Nc2ccccc2C(=O)NCCN2CCOCC2)cc1OC	1.4%	0.2%	-1%	i	23	11%	1.3%[50 µM]	12%	2.3	56	-4%
O=C(CN1CCN(Cc2ccccc2)CC1)Nc1cccc(C(F)(F)F)c1	-0.9%	-1.3%	8%	i	18	5%	0.1%	14%	-0.8	92	-7%
CCOC(=O)c1c(C)c(C(=O)NCc2ccc3c(c2)OCO3)c(C)n1CC	1.2%	-0.8%	2%	i	37	6%	-0.4%	10%	-2.2	49	-4%
O=c1nc2s/c(=C\c3ccco3)c(=O)n2nc1Cc1ccc(F)cc1	2.6%	1.4%	5%	i	59	3%	2.2%	75%	-0.2	79	-3%	Dengue-2 NS5 capping pilot replicate=3.6
O=C(CC1CCCCC1)NC1CCCC1	1.7%	-0.3%	8%	i	26	-2%	3.7%	0%	1.8	99	-4%
CCCCOc1ccccc1C(=O)NCCCC(=O)O	1.7%	2.9%	-17%	i	22	3%	3.3%	-4%	-1.8	76	-7%
Cc1ccc(OCCCN2C(=O)C(=O)c3cccc(C)c32)cc1	x	-0.5%	20%	i	5	10%	0.8%	8%	7.0	40	-8%
O=S(=O)(N1CCCCCC1)N1CCN(S(=O)(=O)N2CCOCC2)CC1	6.4%	0.0%	-4%	i	29	9%	0.2%	-1%	-0.4	72	3%
CCN=C1SC(C(=O)Nc2ccc(OC)cc2)CC(=O)N1CC (stereo not given)	0.7%	-0.1%	-3%	i	64	3%	0.3%	6%	-0.2	46	x
COc1ccc(C(=O)CSc2nn3c(=O)c(C(C)(C)C)nnc3s2)cc1	-2.4%	-0.3%	-3%	i	17	13%	0.1%	14%	5.1	48	-1%
c1ccc(OCCOCCN2CCc3ccccc3C2)cc1	1.0%	-0.5%	5%	i	9	8%	0.2%	5%	-1.9	76	-7%
Cc1cc(=O)oc2c(C)c(OC(C)C(=O)NCCCN3CCCC3=O)ccc12 (stereo not given)	1.9%	-0.6%	-1%	i	1	-4%	0.1%	21%	-0.4	52	-1%
O=C(COC(=O)c1ccc([N+](=O)[O-])o1)NCc1ccc2c(c1)OCO2	x	x	x	i	19	2%	-1.0%[50 µM]	x	7.8	37	0%
O=C(Nc1ccc(S(=O)(=O)N2CCOCC2)cc1)c1ccc(CN2CCc3ccccc3C2)cc1	0.1%	0.7%	-1%	i	50	x	x	1%	2.7	37	x
C=CCSc1nnc(NC(=O)C2=COCCO2)s1	0.5%	x	5%	i	17	11%	1.7%[50 µM]	10%	1.2	66	-4%
Cc1ccc2[nH]c(=O)c(CN(CCCN(C)C)C(=O)Nc3cccc(Cl)c3)cc2c1	-2.0%	-1.5%	-7%	i	32	5%	2.7%	10%	1.1	64	1%
COC(=O)c1cc(COC(=O)c2ccc3ccccc3n2)oc1C	1.0%	-0.3%	0%	i	14	1%	-0.3%	2%	1.9	87	-1%
Fc1ccccc1SCc1nnc(-c2ccccc2Br)o1	4.2%	-0.8%	-1%	i	67	4%	-0.6%	10%	0.1	36	-4%
CC(=O)NC(C)CCc1ccccc1 (stereo not given)	1.1%	-0.1%	0%	i	14	1%	-1.0%	13%	-0.7	49	5%
O=C(/C=C/c1ccco1)N(Cc1ccccc1F)C1CCS(=O)(=O)C1 (stereo not given)	0.4%	-0.5%	-1%	i	2	9%	0.3%	7%	-1.4	44	-8%
Cc1csc2c(=O)[nH]cnc12	-1.5%	0.2%	-2%	i	49	2%	-0.6%	17%	3.8	46	-5%
O=C(CCN=C1NS(=O)(=O)c2ccccc21)OCc1ccccc1	2.7%	x	2%	i	5	-2%	0.1%[50 µM]	2%	-0.1	64	1%
COc1ccc(CNC(=O)COC(=O)CCOc2ccccc2)cc1	1.7%	1.4%	-3%	i	21	3%	1.7%[50 µM]	2%	-2.0	60	-1%
CCOc1ccccc1OCC(=O)OCC(=O)c1c(N)n(CC(C)C)c(=O)n(C)c1=O	2.0%	x	x	i	42	4%	0.7%[50 µM]	x	-0.4	55	5%

Assay outcomes (PubChem)

Outcome played no part in choosing rows; 1.5% or so of the library scored in one or more.
